# HePTP inhibitor = human HePTP phosphatase inhibition; recombinant HePTP phosphatase activity, OD absorbance; AID 521; actives 0.64% (n = 110,000); P35236; inhibition, % at 20 µM; in the data active means inhibition above about 50%;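 further: plate controls were vehicle for no effect and reference inhibitor for full effect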
# Target sequence (P35236 whole entry, looked up): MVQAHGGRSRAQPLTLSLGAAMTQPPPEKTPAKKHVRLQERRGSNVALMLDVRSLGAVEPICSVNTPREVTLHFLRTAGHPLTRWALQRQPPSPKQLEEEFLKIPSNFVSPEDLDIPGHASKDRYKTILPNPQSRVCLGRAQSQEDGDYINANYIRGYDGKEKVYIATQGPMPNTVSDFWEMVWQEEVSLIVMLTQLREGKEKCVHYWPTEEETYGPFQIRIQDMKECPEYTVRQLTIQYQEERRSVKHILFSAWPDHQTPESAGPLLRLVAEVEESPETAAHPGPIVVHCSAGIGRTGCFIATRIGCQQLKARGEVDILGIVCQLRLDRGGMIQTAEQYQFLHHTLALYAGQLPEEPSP
# BAP1 block = human BAP1 deubiquitinase inhibition; Q92560; actives 0.48% (n = 72,000); recombinant BAP1, Ub-AMC hydrolysis fluorescence kinetic; hits give low values; activity remaining (% of control), % at 20 µM;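 active means activity remaining at or below 50% of control, provided the compound also passes the data quality filters; inactive means the rest, including low values that fail the filters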;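 further: 100% = DMSO wells rate and 0% = substrate alone blank rate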
# Target sequence (Q92560 whole entry, looked up): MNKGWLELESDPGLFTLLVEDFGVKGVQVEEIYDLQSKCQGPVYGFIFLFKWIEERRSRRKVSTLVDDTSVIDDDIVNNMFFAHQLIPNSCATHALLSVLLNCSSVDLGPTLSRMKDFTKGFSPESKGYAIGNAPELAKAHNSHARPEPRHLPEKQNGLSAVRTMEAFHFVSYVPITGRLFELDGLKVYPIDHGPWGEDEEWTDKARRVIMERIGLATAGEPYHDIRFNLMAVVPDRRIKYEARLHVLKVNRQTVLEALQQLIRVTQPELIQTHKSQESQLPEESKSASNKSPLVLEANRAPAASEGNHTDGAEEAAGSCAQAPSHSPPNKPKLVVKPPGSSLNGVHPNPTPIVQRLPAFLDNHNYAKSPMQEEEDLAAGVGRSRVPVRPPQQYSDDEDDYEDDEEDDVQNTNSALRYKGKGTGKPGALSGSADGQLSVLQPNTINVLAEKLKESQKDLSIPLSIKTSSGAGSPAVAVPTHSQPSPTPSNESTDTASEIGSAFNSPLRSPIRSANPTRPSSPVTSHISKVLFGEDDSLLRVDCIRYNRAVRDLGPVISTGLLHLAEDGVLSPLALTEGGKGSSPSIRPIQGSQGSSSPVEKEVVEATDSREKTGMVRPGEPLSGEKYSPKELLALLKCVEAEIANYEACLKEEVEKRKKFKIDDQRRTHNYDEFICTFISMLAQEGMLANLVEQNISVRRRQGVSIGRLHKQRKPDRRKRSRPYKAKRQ
# * marks the source's active call; other numbers are inactive results; . = not tested or not shown; & = joins results of further samples. Compounds as they come, and some 0.83% of all compounds hit somewhere here.
Compound | HePTP inhibitor | BAP1 block
Cc1csc2ncc(C(=O)N3CCc4ccccc43)c(=O)n12 | -4.1 | 77.0
Cc1oc2c(CN3CCCC3)c(O)ccc2c(=O)c1-c1ccc(Br)cc1 | 8.8 | .
COc1cc(OC)c(C(=O)NC2CC(C)(C)NC(C)(C)C2)cc1OC | 0.7 | 89.6
S=C(Nc1cccc2ccccc12)N1CCN(C(c2ccccc2)c2ccccc2)CC1 | 7.6 | .
O=C(CCN1C(=O)c2ccccc2C1=O)Nn1cnnc1 | 9.6 | 117.4
CC1CCCC(C)N1C(=O)CSc1nnc(NC(=O)Cc2cccs2)s1 (stereo not drawn) | 7.1 | 100.1
Cc1ccc(OCCOc2ccc(Cl)cc2C=O)cc1 | 5.5 | .
O=C(O)c1cc2n(n1)C(C(F)(F)F)CC(c1ccccc1)N2 (stereo not drawn) | 5.9 | 54.4
Cc1nn(CC(=O)Nc2ccccc2C(F)(F)F)c(C)c1[N+](=O)[O-] | -2.5 | .
CCOC(=O)c1c(NC(=O)CSc2nc3ccccc3[nH]2)sc2c1CCCC2 | 1.9 | .
CCC(C)c1ccc(OCCOc2ccc(Br)cc2/C=N/n2cnnc2)cc1 (stereo not drawn) | 6.4 | .
O=C(CSc1nnc(-c2csc3c2CCCC3)o1)Nc1ccccc1 | 6.4 | 97.4
Oc1ccc(Br)cc1-c1nnc2ccc3ccccc3n12 | 3.7 | .
O=C(O)CCc1cc(I)c(Oc2ccc(O)c(I)c2)c(I)c1 | 5.0 | .
CCn1c2ccccc2c2cc(NC(=O)Cc3ccc(S(=O)(=O)N4CCOCC4)s3)ccc21 | -5.8 | .
CC1CCCCC1NC(=O)c1nnc(Cc2ccc(Cl)cc2)o1 (stereo not drawn) | -0.1 | 89.7
Cc1ccc2nc(SCC(=O)Nc3ccc(Br)cc3)[nH]c2c1 | 9.3 | .
CCOC(=O)c1c(NC(=O)c2ccc(Cl)c([N+](=O)[O-])c2)sc2c1CCC2 | -6.8 | .
O=C(COC(=O)C1=COCCO1)Nc1ccc2c(c1)OCO2 | 3.4 | 100.8
COc1ccc(/C(N)=N/OC(=O)COc2ccc(C)cc2C)cc1 | -3.2 | .

# Record cards (already shown). Order of screens: HePTP inhibitor	BAP1 block
# O=C(CSc1nnc(-c2csc3c2CCCC3)o1)Nc1ccccc1 across the screens: 6.4	97.4
# CC1CCCCC1NC(=O)c1nnc(Cc2ccc(Cl)cc2)o1 (stereo not drawn) across the screens: -0.1	89.7
# Oc1ccc(Br)cc1-c1nnc2ccc3ccccc3n12 across the screens: 3.7	.
# COc1ccc(/C(N)=N/OC(=O)COc2ccc(C)cc2C)cc1 across the screens: -3.2	.

# Additional structures.
Compound | HePTP inhibitor | BAP1 block
Cc1nnc(NC(=O)CC(NC(=O)C(F)(F)F)c2ccccc2)s1 (stereo not drawn) | . | 84.0
CCCCOC(=O)Nc1sc2c(c1C(=O)OC)CCC2 | 11.0 | 102.2
CCOC(=O)C1=C(C)N=c2s/c(=C\c3cccc(OC)c3)c(=O)n2C1c1ccc(C)cc1 (stereo not drawn) | 4.1 | .
CCCOc1ccccc1C1NC(=O)NC(C)=C1C(=O)OCCOC (stereo not drawn) | -1.1 | 102.2
O=[N+]([O-])c1ccccc1S(=O)(=O)Oc1ccccc1/C=N/n1cnnc1 | -7.2 | .
CCN(CC)C(=O)C(=O)N/N=C/c1cccc(OC)c1 | 9.2 | .
CCOC(=O)N1CCC(NC(=O)c2ccc3snnc3c2)CC1 | 1.5 | 86.7
COc1ccc(C(=O)/C=C/c2cc3c(cc2Br)OCO3)cc1OC | 6.0 | .
COc1ccc(C2NN=C(Cc3ccccc3)S2)cc1OC (stereo not drawn) | 5.3 | .
CC(=O)NC(=O)c1cc2c(ccc3ccccc32)oc1=Nc1ccc(C(C)=O)cc1 | . | 81.9
CCCCn1c(-c2nonc2NC(=O)c2ccccc2Cl)nc2ccccc21 | 12.0 | 85.2
COc1ccc(-c2nc(-c3ccc(OC)c(OC)c3)no2)cc1 | -1.0 | .
Cc1cccc(N2C(=O)CC(N3CCN(C/C=C/c4ccccc4)CC3)C2=O)c1 (stereo not drawn) | -3.8 | .
O=C(OC1CSc2nc3ccccc3n2C1)c1ccco1 (stereo not drawn) | 7.6 | 106.0
O=C1OC(C23CC4CC(CC(C4)C2)C3)=N/C1=C\c1ccccc1 | 3.8 | .
CCN(Cc1ccccc1)S(=O)(=O)c1ccc(S(=O)(=O)N2CCN(CCC#N)CC2)cc1 | 1.9 | 97.0
CCCSc1nnc2c(n1)OC(C=Cc1ccc([N+](=O)[O-])o1)Nc1ccccc1-2 (stereo not drawn) | . | 56.4
COc1ccccc1NC(=O)Nc1ccc2c(c1)OCCO2 | 5.6 | 105.3
Cc1ccc(-c2n[nH]c(=O)c3ccccc23)cc1S(=O)(=O)NCCN1CCOCC1 | 5.2 | 155.8
c1ccc(-n2ncc3c(NCC4CCCO4)ncnc32)cc1 (stereo not drawn) | -5.9 | 94.5
CC(=O)Nc1cc(NC(C)=O)c(CC(C)C)s1 | -4.8 | 88.1
O=C(N/N=C\c1cccc([N+](=O)[O-])c1)c1cncc(Br)c1 | 7.6 | .
CCOC(=O)Nc1sc(C)nc1-c1ccccc1 | 0.8&-5.0 | 88.9
Cc1ccccc1CN1C2=NCCN2c2ccccc21 | 14.2 | 105.3
OCCNc1nc(-c2cccnc2)nc2ccccc12 | 11.1 | 87.2
Cc1cc(F)ccc1S(=O)(=O)Nc1ccccc1C(=O)Nc1ncn[nH]1 | 7.3 | .
CCc1ccc(NS(=O)(=O)c2ccc3[nH]cc(C(=O)N4CCCCC4)c(=O)c3c2)cc1 | 10.5 | 60.1
O=C(CSc1nnc(Cc2cccs2)n1Cc1ccco1)Nc1cccc(Cl)c1 | 13.7 | 89.5
CC(Sc1ccc(Cl)cc1)C(=O)NCCc1ccccc1 (stereo not drawn) | -1.0 | .
CCOCCn1c(CN2CCCCC2C)nc2c1c(=O)n(C)c(=O)n2C (stereo not drawn) | 7.4 | 97.3
O=C(NCC(c1cccnc1)N1CCN(c2ccccc2F)CC1)c1ccccc1 (stereo not drawn) | -0.6 | 93.9
CC(C)Cn1c(SCC(=O)NC2CCCc3ccccc32)nc(O)cc1=O (stereo not drawn) | -5.8 | .
O=C(O)C(C(=O)O)C1c2ccccc2Sc2ccccc21 | 4.0 | .
O=C(Nc1ccc(F)c(F)c1)C1CC1c1ccccc1 (stereo not drawn) | -2.4 | .
Cc1cccc(NC(=O)C2(c3ccccc3)CCCC2)n1 | -22.0 | .
CC(=O)c1ccc(OCC(O)CN2CC(C)OC(C)C2)cc1 (stereo not drawn) | . | 109.0
CCOc1cccc2cc(-c3csc(NC(=O)CCC(=O)N4CCN(C)CC4)n3)c(=O)oc12 | 4.9 | 132.1
N=c1n(CCO)c2ccccc2n1Cc1ccc(Cl)cc1 | 7.9 | 85.5
Cc1ccc(S(N)(=O)=O)cc1NC(=O)Cc1ccccc1 | -7.8 | .
CCOc1ccccc1C1C2C(=O)N(c3ccccc3)C(=O)C2ON1c1ccccc1 (stereo not drawn) | -2.3 | 83.9
c1ccc(Cc2nnc3sc(-c4cccs4)nn23)cc1 | 10.1 | .
Cc1ccc(N2C(=O)CSC23C(=O)Nc2ccccc23)cc1Cl (stereo not drawn) | 4.2 | .
Cc1ccoc1C(=O)NCCCNC(=O)c1occc1C | -2.0 | 73.3
O=C(CCCSc1nc2sc3c(c2c(=O)[nH]1)CCC3)NCCCO | 2.4 | 117.6
CCc1nnc(NC(=O)C2CC(=O)N(Cc3ccco3)C2)s1 (stereo not drawn) | 2.7 | 123.8
O=C1CC(N2CCC(O)(c3ccc(Cl)cc3)CC2)C(=O)N1 (stereo not drawn) | 4.4 | 114.6
O=C(CNC(=O)c1ccc(Cl)cc1)NCCCn1ccnc1 | 12.0 | 123.2
c1ccc(-c2nnc(-c3ccco3)n2-c2ccccc2)cc1 | 8.7 | 95.8
COc1ccc(CCN(C(=O)c2ccc(F)cc2)C2=CC3CCC(C2)N3C)cc1OC (stereo not drawn) | 4.2&5.1 | 99.8
O=C(/C=C/c1c[nH]c2ccccc12)c1ccc([N+](=O)[O-])cc1 | -0.9 | .

# Additional records
Compound | HePTP inhibitor | BAP1 block
O=C1C(=O)N(CC2CCCO2)C(c2ccc([N+](=O)[O-])cc2)/C1=C(/O)c1ccccc1 (stereo not drawn) | -1.0 | .
CCOC(=O)CNC(=O)CSc1nc2cccnc2n1C | -4.0 | 110.2
CCc1ccc(-c2nn[nH]n2)cc1 | 5.2 | 110.6
COc1ccc(OC)c2[nH]c(=O)c(CCNC(=O)c3ccc(Br)o3)cc12 | . | 103.5
O=C(Nc1ccc(-c2cnc(-c3ccc(NC(=O)c4ccccc4Cl)cc3)nc2)cc1)c1ccccc1Cl | 4.0 | .
Cc1ccc(OCC(=O)Nc2cc3nn(-c4ccccc4)nc3cc2C)cc1C | . | 219.3
Cc1nn(Cc2ccccc2)c(Cl)c1C(=O)NCc1ccc(C)n1C | 11.1 | 96.9
C#CCN1C(=O)C(O)(CC(=O)c2ccc3c(c2)OCCO3)c2ccccc21 (stereo not drawn) | 0.0 | 95.7
O=C(N1CCN(c2ccccc2)CC1)C(F)(F)C(F)F | -10.3 | .
CC(C)C(=O)OCCN1C(=O)c2cccc3c(N4CCOCC4)ccc(c23)C1=O | . | 81.7
COC(=O)c1sc(N)c(C(=O)OC)c1CSc1nc2sc3c(c2c(=O)n1C)CCC3 | -1.2 | 65.5
CC(C)n1c(SCc2ccccc2F)nc2c1c(=O)n(C)c(=O)n2C | 0.7 | 100.5
COc1ccc(OCC(O)CNc2ccc(Br)cc2)cc1 (stereo not drawn) | -5.3 | 127.6
COc1ccc(COC(=O)c2ccc(N3CCCC3=O)cc2)cc1F | 6.6 | 72.6
COc1cccc(NS(=O)(=O)c2ccc3[nH]cc(C(=O)NCCCOC(C)C)c(=O)c3c2)c1 | 1.8 | 79.5
COc1ccc(NC(=O)c2c(NC(=O)C(Cl)(Cl)Cl)sc3c2CCC3)cc1 | 14.9 | .
Cc1ccc(C(=O)N2CCOCC2)cc1Cl | -4.0 | 119.7
COC(=O)c1ccccc1NS(=O)(=O)c1cccc2c1C(=O)c1ccccc1C2=O | . | 221.9
Cc1cccc(NC(=O)C2C3C=CC(C3)C2C(=O)O)n1 (stereo not drawn) | 2.4 | .
O=C(Nc1cccc(I)c1)C(c1ccccc1)c1ccccc1 | -9.8 | .
CCOC(=O)N1CCN(C(=O)CSCC(=O)N=c2sc3cc(OC)ccc3n2C)CC1 | 8.0 | 72.7
O=C(NCCN1CCOCC1)c1ccc2c(c1)ncn2C1CCCC1 | -1.2 | 89.2
COC(=O)C1=CNC=C(C(=O)OC)C1c1ccsc1 | -16.5 | .
CCN1CCN(c2ncnc3c2cnn3-c2ccc(C)cc2C)CC1 | 12.3 | 86.3
CC1(C)CC(CCN(Cc2ccccc2)C(=O)c2ccco2)(c2ccccc2)CCO1 (stereo not drawn) | 4.1 | 112.1
Cc1nnc(Nc2ccc3c(c2)ncn3C)c2ccccc12 | -1.3&-7.1 | 102.5
O=C(CSc1nnc(CNC(=O)c2ccccc2F)o1)c1ccc(Cl)cc1 | 3.4 | 107.3
O=C(O)CC1S/C(=N\N=C\c2ccc([N+](=O)[O-])cc2)NC1=O (stereo not drawn) | 4.2 | .
CS(=O)(=O)c1nncn1-c1ccccc1 | . | 69.0
N#CCc1nc(-c2ccc([N+](=O)[O-])cc2)cs1 | 4.3 | .
COc1cc(OC)cc(C(=O)N2CCN(Cc3ccccc3OC)CC2)c1 | -6.9 | .
Cn1c(NC(=O)C2CCCO2)cc(=O)n(C)c1=O (stereo not drawn) | -11.1 | 90.2
O=C1CCC([N+](=O)[O-])C(c2ccc(Cl)c(Cl)c2)N1 (stereo not drawn) | 4.5 | .
O=C(CC(=O)NC1CCCCC1)N/N=C/c1ccccc1OCc1ccccc1 | -10.0 | .
O=C(Nc1ccccc1F)c1cc2ccccc2oc1=O | . | 68.4
COc1cc(C)nc(Nc2nc(C)c(C(C)=O)s2)n1 | 6.8 | 103.9
Cc1ccc([N+](=O)[O-])cc1NC(=O)CC1Sc2ccccc2NC1=O (stereo not drawn) | 2.6 | .
COc1ccc(CC(=O)Nc2sc3c(c2C(=O)Nc2ccc(Cl)cc2)CCC3)cc1 | -5.5 | .
CC(C)n1c(N2CCCCCC2)nc2c1c(=O)[nH]c(=O)n2C | . | 77.6
CC(=O)Nc1ccc(S(=O)(=O)n2c(C)cc(C)nc2=O)cc1 | 2.3 | .
CCOC(=O)c1c(CN2CCCCC2)n(C)c2cc(Br)c(OC)cc12 | 1.1 | 102.2
COc1ccc(CNS(=O)(=O)Cc2ccccc2)cc1 | 5.0 | .
CCc1c(C)sc(NC(=O)C(C)Oc2cccc(Cl)c2)c1C#N (stereo not drawn) | 12.9 | .
CCc1nc2cc(C)nn2c2nc3ccccc3n12 | 5.4 | 81.3
O=C(Nc1nc2ccc(S(=O)(=O)N3CCCC3)cc2s1)C1CCCCC1 | 8.3 | 57.3
Cc1ccc(/C(O)=C2/C(=O)C(=O)N(CCCn3ccnc3)C2c2ccccc2F)cc1 (stereo not drawn) | 7.0 | .
CCOC(=O)c1c(NC(=S)NCCc2ccccc2)sc2c1CC(C)(C)OC2 | -7.8 | .
O=C1CC(c2ccc(-c3ccccc3)cc2)c2cc(Br)c3ccccc3c2N1 (stereo not drawn) | . | 77.2
CCOc1ccccc1C(=O)Nc1nccs1 | 10.4 | 69.7
CCOC(=O)C1C(=O)NC(N2CCOCC2)=NC1C(C)C (stereo not drawn) | 3.6 | 97.6

# (more compounds)
Compound | HePTP inhibitor | BAP1 block
COC(=O)c1ccc(OC(=O)C2CC(=O)N(c3ccc(C)cc3C)C2)cc1 (stereo not drawn) | 9.9 | 167.7
Cc1cccc(-c2noc(-c3cccc([N+](=O)[O-])c3C)n2)c1 | -6.9 | .
O=C(OCCN1CCCCC1)c1ccc(O)cc1 | 4.2&-8.4 | 97.8
CC(=O)N1CCn2c3c(c(=O)c4cc(C)ccc42)CCC31 (stereo not drawn) | 4.3 | 62.2
CC(=O)Nc1nc2n(n1)C(c1ccccc1)C=C(c1ccccc1)N2 (stereo not drawn) | -7.3 | 51.8
CC1=C(C(=O)OCCOc2ccccc2)C2(O)C(=O)c3ccccc3C2(O)N1 (stereo not drawn) | . | 80.2
